Source: PubChem (several laboratories)
ZTA counter: counter-screen for EBNA-1 inhibitors: inhibitors of Epstein-Barr virus ZTA; P03206; ZTA-DNA binding, fluorescence polarization; inhibition, % at 11 µM; 320,000 compounds, 0.15% hits; in the data active = inhibition above about 33%
Target sequence (P03206 whole entry, looked up): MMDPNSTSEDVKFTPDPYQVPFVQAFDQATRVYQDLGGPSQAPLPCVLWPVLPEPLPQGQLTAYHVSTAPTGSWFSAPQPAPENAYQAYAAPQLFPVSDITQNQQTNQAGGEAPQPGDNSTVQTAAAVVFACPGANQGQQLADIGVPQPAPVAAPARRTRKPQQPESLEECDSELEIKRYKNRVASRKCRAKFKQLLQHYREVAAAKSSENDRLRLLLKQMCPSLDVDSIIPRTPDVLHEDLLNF
CR mimetic SO: reduction of superoxide in aged yeast, primary screen, HTS; S. cerevisiae aged cells, superoxide DHE fluorescence; hits give low values; superoxide response (% of plate mean), % at 10 µM; 330,000 compounds, 0.18% hits;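 active = superoxide response under a set limit, about three screen SD below normal, cut at about 65% in these data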;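 note: yeast aged for seven days with compound at 30 °C before DHE staining; 100% = average MFI of all compound-treated wells on the plate with controls excluded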
PP5 primary: PP5 phosphatase inhibitors, primary screen, biochemical, fluorescence. 320,000 compounds, 0.18% hits. inhibition, % at 6.7 µM. purified PP5c, OMFP substrate fluorescence. AID 1987, 2009. Serine/threonine-protein phosphatase 5 (Homo sapiens), P53041;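 active = inhibition above the campaign's mean inhibition across all tested compounds plus 3 SD, cut at about 9.5% in these data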;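 note: 0% = DMSO only and 100% = 100 µM cantharidin control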
PP1 counter: PP1-alpha phosphatase inhibitors, primary screen, counter-screen for PP5 inhibitor project, biochemical, fluorescence, OMFP substrate, single point; Serine/threonine-protein phosphatase PP1-alpha catalytic subunit (Homo sapiens), P62136; purified PP1alpha; inhibition, % at 6.7 µM; 320,000 compounds, 0.9% hits;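 active = inhibition above the mean inhibition of all tested compounds plus 3 SD, computed separately for each screening campaign, cut at about 15% in these data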
Target sequence (P62136 whole entry, looked up): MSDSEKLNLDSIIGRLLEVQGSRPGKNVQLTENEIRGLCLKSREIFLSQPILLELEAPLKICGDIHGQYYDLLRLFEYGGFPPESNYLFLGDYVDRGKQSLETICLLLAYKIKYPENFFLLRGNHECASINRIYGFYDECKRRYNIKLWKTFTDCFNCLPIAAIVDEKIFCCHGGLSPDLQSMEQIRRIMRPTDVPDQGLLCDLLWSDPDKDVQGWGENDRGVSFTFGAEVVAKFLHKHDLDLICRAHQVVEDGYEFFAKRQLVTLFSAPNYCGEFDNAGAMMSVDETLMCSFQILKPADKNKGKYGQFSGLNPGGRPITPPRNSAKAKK
HCV core dimer: inhibitors of HCV core protein dimerization, primary screen, biochemical, TR-FRET, high-throughput | TR-FRET GST/Flag-core106 dimerization, 1536-well | inhibition, % at 5 µM | 300,000 compounds, 0.33% hits;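 active = inhibition above the mean of all tested compounds plus 3 SD, set per screening campaign, cut at about 45% in these data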
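Assay system: Tagged HCV core106 pair (GST and Flag) | Buffer or medium: KF-containing HEPES buffer, pH 7.45, DTT, CHAPS, BSA | Also added: Eu donor and XL665 acceptor anti-tag antibodies | Dosing: One concentration, 5 µM, in 0.5% DMSO | Timing: 4 h at 22.5 °C | Technique: TR-FRET 671 and 617 nm emission | Repeats: Singlicate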
CTSL1 counter: Fasciola hepatica cathepsin L1 inhibitors, primary screen, counter-screen for PFM18AAP inhibitor project, biochemical, QFRET, fluorogenic peptide substrate. inhibition, % at 5.96 µM. 300,000 compounds, 0.49% hits. recombinant F. hepatica cathepsin L1, Z-Leu-Arg-MCA fluorescence;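 active = inhibition above the mean of all tested compounds plus 3 SD, set per screening campaign, cut at about 17% in these data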;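 note: 0% = plate median of test compound wells and 100% = 1 µM Z-Phe-Ala-diazomethylketone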
EBNA-1 inh: EBNA-1 DNA-binding inhibitors, primary screen, biochemical, fluorescence polarization | inhibition, % at 14.8 µM | AID 1950, 2009 | 300,000 compounds, 0.34% hits; in the data active = inhibition above about 28%
GASC-1 inh: inhibitors of GASC-1 histone demethylase, primary screen, biochemical, fluorescence, DELFIA europium | GST-JMJD2C(1-420) H3K9me3 demethylation | Lysine-specific demethylase 4C (Homo sapiens), Q9H3R0 | AID 2099, 2009 | 330,000 compounds, 0.069% hits | inhibition, % at 2.35 µM;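 active = more than half of a compound's replicate wells show inhibition beyond 50%, single wells judged on their own value; inconclusive = some, but no more than half, of replicates pass 50% inhibition; inactive = no replicate passes 50% inhibition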;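 note: signal counts dimethyl H3K9 product captured on neutravidin plate; 0% = median of DMSO wells and 100% = 0.3 times that DMSO median; strong numbers were not always called active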
Target sequence (Q9H3R0 1-420 limits assumed): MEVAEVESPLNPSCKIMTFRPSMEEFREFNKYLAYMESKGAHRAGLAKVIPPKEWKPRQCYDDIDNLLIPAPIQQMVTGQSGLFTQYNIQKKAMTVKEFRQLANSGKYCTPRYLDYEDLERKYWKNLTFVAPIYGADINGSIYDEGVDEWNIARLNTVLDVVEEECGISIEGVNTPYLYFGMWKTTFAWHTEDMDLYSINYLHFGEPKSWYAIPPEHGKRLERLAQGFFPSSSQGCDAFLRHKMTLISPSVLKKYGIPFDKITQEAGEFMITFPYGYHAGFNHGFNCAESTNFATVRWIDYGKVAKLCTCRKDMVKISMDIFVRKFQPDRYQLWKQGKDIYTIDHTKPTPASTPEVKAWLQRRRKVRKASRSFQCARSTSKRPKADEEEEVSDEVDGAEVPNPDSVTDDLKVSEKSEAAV
TPT1 inhibitor: Candida albicans TPT1 enzyme inhibitors, primary screen, biochemical, fluorescence polarization; recombinant caTPT1, FP RNA substrate dephosphorylation; inhibition, % at 5 µM; 300,000 compounds, 0.81% hits; tRNA 2'-phosphotransferase TPT1 (Candida albicans SC5314);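 active = inhibition above the mean of all tested compounds plus 3 SD, set per screening campaign, cut at about 24% in these data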;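 note: plate controls were DMSO alone for no effect and ferristatin control at 100 nM for full effect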
Starred values were filed as active, the others as inactive; u = inconclusive; x = no result given; & = joins results of further samples.

SMILES	ZTA counter	CR mimetic SO	PP5 primary	PP1 counter	HCV core dimer	CTSL1 counter	EBNA-1 inh	GASC-1 inh	TPT1 inhibitor
O=C(O)CNc1nc(Cl)ccc1[N+](=O)[O-]	-7	122	-4.3	-3	-1	4	-6	u	1
COc1ccc(NC(=O)c2cc(N3C(=O)C4C5CCC(C5)C4C3=O)ccc2Cl)c(OC)c1 (configuration not stated)	-5	82	1.9	0	-22	9	9	-2	-7
Cn1c(=O)n(CC(=O)NCc2cccnc2)c2ccccc21	0	84	1.9	-3	-3	-3	6	63&-2	-2
COc1ccc(NC(=O)CSCC(=O)OCc2cccc(OC)c2OC)cc1	15	104	-2.5	-6	3	-8	2	-4	-2
COc1ccc([C@H]2/C=C\CN(C(=O)c3ccccc3)[C@@H](C)C(=O)N2Cc2ccc(F)cc2)cc1	0	94	1.3	5	4	1	-2	27	-1
COc1ccccc1C1C(C(N)=O)=C(C)Nc2nc(CCCO)nn21 (configuration not stated)	7	91	1.6	0	1	0	-12	-16	-1
CC(/C=N\Nc1nnc2c(n1)[nH]c1c(C)cccc12)=C\c1ccco1	4	113	0.6	7	19	7	-8	7	3
Cc1cccc(-n2ccnc2SCC(=O)Nc2nnc(C)s2)c1	-3	96	0.6	-1	4	-3	4	-1	1
Cc1cc(C)nc(SCC(=O)N(C)C)n1	14	89	1.1	0	3	-3	5	2	-2
COc1ccc(NC(=O)CSc2nc(SC)ns2)cc1	-2	102	0.2	-2	9	-4	8	-5	1
CCCNC(=O)COC(=O)c1ccccc1C(=O)N(C)C1CCCCC1	-8	99	2.6	-2	-2	-3	4	-6	4
CC(C)OCCCn1c(SCC(=O)Nc2ccccc2C(F)(F)F)nc2nccnc2c1=O	-2	88	-0.2	-2	2	4	5	-6	-2
O=S(=O)(c1ccc(-c2ccccc2)cc1)N1CCCC1	17	93	0.9	0	7	0	5	-3	3
COc1ccc(/C=N/Nc2nc(Nc3ccccc3)nc(N3CCCC3)n2)cc1	2	89	0.4	2	8	0	10	56	4
CCOCC(=O)Nc1cc(C(=O)OC)cc(C(=O)OC)c1	-26	85	-5.9	7	-7	9	-4	4	-3
Cc1ccc(S(=O)(=O)NCC(=O)OCC(=O)N2CCc3ccccc32)cc1	3	105	1.0	2	4	-38	-6	-2	-3
CCc1c(O)nc(SCC(=O)Nc2ccccc2)n(C(C)CC)c1=O (configuration not stated)	4	93	4.5	-1	1	-1	-3	39	3
CCOc1ccccc1N1CCN(C(=O)c2csc(C)c2CC)CC1	-13	94	-1.1	-2	0	-4	-4	1	-1
Cc1cc(C)cc(N(CC(=O)Nc2cc(C)ccc2C)S(=O)(=O)c2c(C)[nH]c(=O)[nH]c2=O)c1	8	109	-0.1	-3	15	-2	-4	-7	-2
S=c1[nH]nc(-c2cc3ccccc3o2)n1Cc1ccccc1	11	88	1.3	7	5	5	-11	-3	-4
Cc1cccc2c1N(CCOc1ccccc1)C(=O)C2=O	-9	80	1.3	4	3	4	10	0	1
Cn1cc(C(=O)c2ccc(Cl)cc2Cl)cc1C(=O)N/N=C(\N)COc1ccc(Cl)cc1	1	102	2.7	16*	9	-1	-8	-33	-5
Cc1ccc(NC(=O)c2cc3c(s2)CCCC3)cc1	1	99	0.0	1	2	5	7	-8	-2
CCC(C)NC(=O)C1CCN(S(=O)(=O)c2ccc3nc4c(c(C(=O)O)c3c2)CCCCC4)CC1 (configuration not stated)	-5	94	-0.5	2	-18	5	-4	5	-8
COc1ccc(S(=O)(=O)N(C)C)cc1NC(=O)c1ccc2c(c1)OCCO2	18	111	-1.0	-3	x	x	x	x	x
COc1ccc(CCN=Cc2ccc(O)cc2)cc1OC	3	92	1.2	0	-3	-9	-7	10	3
Oc1ccc(/C=N/Nc2cc(N3CCCC3)nc(N3CCCC3)n2)cc1	5	95	16*	3	-5	3	0	-3	-1
Cc1noc(C)c1COc1ccc(C(=O)OCC(=O)OC(C)(C)C)cc1	3	97	3.2	1	4	5	-1	11	-2
Cc1ccc(NS(=O)(=O)c2cccc(C(=O)NCCCn3ccnc3)c2)cc1	-4	98	1.7	-9	4	5	1	11	-2
O=[N+]([O-])c1ccc(/C=N/n2c(COc3ccccc3)n[nH]c2=S)cc1	8	110	0.5	2	3	1	-1	-7	-3
COc1cc(Cl)c(C)cc1NC(=O)CN1C(=O)C2CCCCC2C1=O (configuration not stated)	-13	90	1.3	-1	x	x	x	2	x
COc1cc2[nH]c(=O)n(CCC(=O)N3CC=C(c4ccccc4)CC3)c(=O)c2cc1OC	-24	99	-0.4	3	-2	6	-8	-5	15
COc1cc(NC(=O)C2CC2)c(OC)cc1NC(=O)c1ccco1	-1	88	-2.1	1	1	0	8	15	3
Cc1ccc(S(=O)(=O)N2CCOCC2)cc1NC(=O)COC(=O)c1ccc(OCc2c(C)noc2C)cc1	-17	94	3.9	3	-11	-1	5	1	-7
Cc1cccc2[nH]c(-c3ccc(NC(=O)c4ccco4)cc3)nc12	1	81	-0.5	1	-3	3	-3	17	-1
O=C1NC(=O)c2cc(Oc3ccc([N+](=O)[O-])cc3)ccc21	-3	97	-0.1	-4	-1	-2	-1	-3	-3

By substructure, the entries above containing a COOH group.
SMILES	ZTA counter	CR mimetic SO	PP5 primary	PP1 counter	HCV core dimer	CTSL1 counter	EBNA-1 inh	GASC-1 inh	TPT1 inhibitor
O=C(O)CNc1nc(Cl)ccc1[N+](=O)[O-]	-7	122	-4.3	-3	-1	4	-6	u	1
CCC(C)NC(=O)C1CCN(S(=O)(=O)c2ccc3nc4c(c(C(=O)O)c3c2)CCCCC4)CC1 (configuration not stated)	-5	94	-0.5	2	-18	5	-4	5	-8

Continuation:
SMILES	ZTA counter	CR mimetic SO	PP5 primary	PP1 counter	HCV core dimer	CTSL1 counter	EBNA-1 inh	GASC-1 inh	TPT1 inhibitor
COC(=O)c1ccc(C)c(NS(=O)(=O)c2ccc(NC(C)=O)cc2)c1	-5	115	2.0	-5	6	0	4	3	1
COc1ccc(-c2nnc(NC(=O)c3cc(C)on3)s2)cc1	11	116	-1.0	-3	3	3	8	2	-5
O=C1/C(=C/c2ccc(F)cc2)SC(=S)N1N1CCOCC1	-19	113	2.6	10	-15	4	-2	4	0
CCOC(=O)C1=C(C)NC(=O)NC1c1ccccc1OCc1c(F)cccc1Cl (configuration not stated)	18	88	0.9	4	17	7	11	-3	0
COc1c(O)ccc2c1CN1CCc3cc4c(cc3C1C2)OCO4 (configuration not stated)	13	99	3.7	-4	-1	-3	10	-9	-7
COc1ccc(S(=O)(=O)NCc2ccc(C(=O)NCc3cccnc3)cc2)cc1	-3	108	-1.4	2	-2	0	8	0	-1
COc1ccc(OCc2nnc(SC(C)C(=O)Nc3nccs3)n2-c2ccccc2)cc1 (configuration not stated)	-3	98	1.0	2	7	1	0	-3	-5
Cc1nc2sc(-c3ccccc3)cc2c(=O)[nH]1	-1	100	-0.6	-1	4	1	10	-10	7
COc1cc(NC(=O)c2ccc(N3CC4CC(C3)c3cccc(=O)n3C4)c(NC(=O)c3ccncc3)c2)cc(OC)c1OC (configuration not stated)	6	117	-0.4	-2	9	3	10	3	-3
CN(C(=O)c1ccco1)c1ccccc1C(=O)O	-5	97	2.7	-3	-14	-1	-11	-1	2
Cc1ccc(C(=O)C2=C(O)C(=O)N(CCCn3ccnc3)C2c2ccc(OC(C)C)cc2)o1 (configuration not stated)	-18	118	-8.7	15*	-9	6	-4	10	6
O=C(Nc1ccc(Cl)cc1)N1CCOC12CCCCC2	19	96	-0.9	-2	3	-1	-2	-9	2
COc1ccc2cc(C(=O)N/N=C/c3cc(OC)c(OC)c(OC)c3)[nH]c2c1	-1	92	2.0	1	-9	13	-10	8	-2
Cc1ccc(CCNS(=O)(=O)c2cc3c(cc2Cl)NC(=O)CO3)cc1	4	97	2.2	-2	32	-1	4	-7	1
O=C(NC(=S)NNS(=O)(=O)c1ccc(Cl)cc1)c1cccnc1	-1	99	-1.6	-1	2	1	16	3	0
Cc1ccc(N2C(=O)C3C(C(=O)c4ccccc4)=NN(c4ccccc4)C3C2=O)cc1 (configuration not stated)	0	113	1.0	-2	18	0	6	5	29*
Cc1ccc(NC2=NC(C(=O)Nc3ccc(C)c(C)c3)CC(=O)N2)cc1 (configuration not stated)	1	87	-2.8	-6	2	-1	5	-6	-2
Cc1ccc(NC(=O)c2cccs2)cc1S(=O)(=O)Nc1cccc(Cl)c1	-8	93	5.3	0	11	-4	-14	-8	-5
C(=C\c1ccco1)/C1=NN(c2ccccc2)C(c2ccco2)C1 (configuration not stated)	7	100	-0.3	2	37	5	2	10	53*
CC(C)(C)c1cc(C(=O)NNS(=O)(=O)c2ccccc2)n[nH]1	-10	101	3.9	4	-11	0	-3	1	-1
CCOc1ccc(C(=O)OCC(=O)NCc2ccccc2)cc1OCC	-2	99	0.5	-2	x	x	x	5	x
COc1ccccc1-n1c(SCC(=O)Nc2nnc(C)s2)nc2c(c1=O)SCC2	-4	97	-0.9	-4	-1	0	2	-3&-2	2
CC(=O)c1ccc(Oc2ncnc(N)c2[N+](=O)[O-])cc1	6	96	0.4	10	1	-4	-6	8	-3
Cc1ccc(-c2ccc(=O)n(Cc3ccc(F)cc3)n2)cc1	-13	108	3.0	2	-3	-2	-3	12	-3
C=CCn1c(SCC(=O)N(C)C)nc2sc3c(c2c1=O)CCC3	-6	120	-1.9	4	-1	0	-12	2	0
COc1ccccc1NC(=O)C/C(C)=N/NC(=O)COc1c(Br)cc(Br)cc1OC	19	127	-0.3	1	5	-2	2	0	-1
O=C(NCCc1c[nH]c2ccccc12)C1CCN(S(=O)(=O)c2ccc(F)cc2)CC1	-10	117	3.6	-3	6	-2	-3	-25	-1
O=C(CCNS(=O)(=O)c1ccccc1F)NCc1ccc2c(c1)OCO2	8	94	-1.8	-1	-1	2	8	-5	1
CN=C1S/C(=C\c2ccc(SC)cc2)C(=O)N1C	0	95	4.9	1	-3	2	1	-2	8
CCSC1=NN2CCS(=O)(=O)N=C2S1	-24	99	-2.5	0	-3	0	-5	-13	-5
O=C(Nc1ccc(Cl)cn1)c1ccc2[nH]c(=O)c(=O)[nH]c2c1	-13	76	-0.2	4	-3	-3	-5	-5	-2
CCN(CC)C(=O)CSc1nnc(-c2ccco2)n1N	-13	104	0.1	-1	-2	-3	-4	21	-3
COc1ccc(CNC(=O)COC(=O)C2CC2C)cc1OC (configuration not stated)	1	101	-0.6	-2	5	-5	7	-10	3
Cn1cnc([N+](=O)[O-])c1Sc1n[nH]c(N)n1	1	91	0.8	-3	-2	-4	-6	0	1
Cc1nc(-c2ccccc2Cl)sc1C(=O)/C=C/N(C)C	1	101	-1.4	1	2	0	-4	7	5
CCN1CCN(C(=O)C(C)Nc2ccc(OC)cc2OC)CC1 (configuration not stated)	9	90	-0.6	0	2	-4	0	-17	2
COc1ccc(NC(=O)CN(C)CC(=O)Nc2ccc(Cl)cc2F)cc1	-6	99	-1.2	1	-4	1	-1	-20	-1
COc1cc(Cl)c(C)cc1NC(=O)c1ccc2c(SCC(=O)O)c3c(nc2c1)CCCC3	16	102	1.0	12	26	0	3	-44	2
Cc1ccc(C(=O)CNc2ccc(Cl)cc2)cc1	8	90	0.9	2	5	2	-2	13	-2
